Screens: PubChem BioAssay, National Center for Advancing Translational Sciences (NCATS)
IMPase Li inh = IMPase inhibition in cells with lithium potentiation; CHO-M1 cells, IP1 TR-FRET (IP-One), carbachol + lithium; Potency, µM (highest dose often 59.4 µM), for inactives: top-dose activity, negative = IMPase inhibition, hits mostly inhibitors; actives 0.35% (n = 210,000);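 also: IP1 builds up when IMPase is blocked and the TR-FRET signal falls; potency is read from the fitted curve at half-maximal effect; plate controls were basal vehicle for no effect and high inhibitor control for full effect; nearly all actives have a fitted effect of over 50% in size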
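Test compounds were applied to CHO-M1 cells previously cultured for 16–30 h at 2000 per well. A small lithium amount accompanied them; after 30 min at 37C, IP1 was quantified by TR-FRET.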
HTT aggregate = reduces HttQ103-GFP aggregates in PC12 cells; PC12 HttQ103-GFP aggregates, Acumen cytometry, 40 h; Potency, µM (top dose mostly 46.1 µM), without a hit: at the highest dose activity change, negative = inhibition, actives largely listed as inhibitors; actives 1.1% (n = 220,000); AID 1688; also: potency is read from the fitted curve at half-maximal effect; % is scaled to controls: 0 for no effect and ±100 for the full control effect; nearly all actives have a fitted effect of over 60% in size
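Read-out: GFP aggregate count by laser scanning cytometer (488 nm excitation, 500-530 nm emission, 1–25 µm objects >6 SD above background). Cells: PC12, inducible HTTex1-Q103-GFP, 100 nM tebufenozide; compounds titrated.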
KinaseGlo FLuc = counter-screen: inhibitors of Kinase-Glo firefly luciferase | Kinase-Glo luciferase, ATP luminescence, 8 min | Potency, µM (top dose mostly 38.3 µM), for the others: at the top dose activity change, negative = inhibition, hits mostly inhibitors | actives 0.28% (n = 200,000) | AID 1379; also: potency is read from the fitted curve at half-maximal effect; % is scaled to controls: 0 for no effect and ±100 for the full control effect; nearly all actives have a fitted effect of over 60% in size
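Compounds were added to a substrate mix at pH 7.2 (50 mM imidazole, 10 uM ATP, within the enzyme's linear range), followed by Kinase-Glo detection reagent; luminescence was measured after 8 minutes at ambient temperature.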
Epigenetic derep = epigenetic control regulation, reporter derepression; Potency, µM (top dose mostly 53.9 µM), for the others: at the top dose GFP activation, actives largely listed as activators; AID 1865; actives 0.2% (n = 280,000); murine LDR cells, GFP reporter derepression, 30 h; also: potency is read from the fitted curve at half-maximal effect; % of control where 0% means no effect; nearly all actives have a fitted effect of over 60% in size
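Derepression of a silenced CMV-GFP reporter in murine LDR cells is scored by enumerating GFP-positive cells with a laser-scanning microplate cytometer after 30 hours of treatment at 37 C.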
CBFb RUNX1 block = blocks binding between human CBF-beta and RUNX1 | Q01196+Q13951 | AlphaScreen CBFb-His/RUNX1-biotin binding, biochemical | Potency, µM (top dose mostly 59.8 µM), for the others: at the highest dose activity, negative = inhibition, hits mostly inhibitors | 230,000 tested, under 10 active | AID 1477; also: % of control where 0% means no effect
Target sequence (Q01196 whole entry, looked up): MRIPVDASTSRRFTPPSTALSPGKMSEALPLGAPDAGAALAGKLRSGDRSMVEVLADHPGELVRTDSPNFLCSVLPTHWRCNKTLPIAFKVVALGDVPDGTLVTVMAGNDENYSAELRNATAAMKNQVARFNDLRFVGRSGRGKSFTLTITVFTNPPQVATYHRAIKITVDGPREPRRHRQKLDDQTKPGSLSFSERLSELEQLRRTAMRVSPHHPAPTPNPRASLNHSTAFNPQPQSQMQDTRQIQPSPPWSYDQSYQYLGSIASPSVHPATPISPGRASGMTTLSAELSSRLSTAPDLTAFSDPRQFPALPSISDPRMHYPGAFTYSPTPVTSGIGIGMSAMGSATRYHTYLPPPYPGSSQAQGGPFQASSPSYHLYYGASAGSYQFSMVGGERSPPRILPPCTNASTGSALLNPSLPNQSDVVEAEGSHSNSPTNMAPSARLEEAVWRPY
Target sequence (Q13951 whole entry, looked up): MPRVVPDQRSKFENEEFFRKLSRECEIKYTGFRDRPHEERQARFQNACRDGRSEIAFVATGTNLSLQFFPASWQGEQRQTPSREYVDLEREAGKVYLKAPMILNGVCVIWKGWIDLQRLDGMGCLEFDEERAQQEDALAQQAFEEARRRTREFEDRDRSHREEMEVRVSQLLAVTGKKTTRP
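AlphaScreen binding: CBFb-His and RUNX1-biotin (30 nM each) preincubated 20 min, compound added for 15 min, then nickel and streptavidin beads for 90 min, all at room temperature. Disruption of the interaction by any mechanism counts as activity.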
NPSR antagonist = blocks cAMP signaling of the human neuropeptide S receptor; actives 1% (n = 220,000); AID 1461; CHO-NPSR cells, cAMP TR-FRET, antagonist mode; Potency, µM (highest dose often 38.3 µM), without a hit: at the highest dose activity change, negative = inhibition, actives largely listed as inhibitors; Q6W5P4; also: potency is read from the fitted curve at half-maximal effect; % is scaled to controls: 0 for no effect and ±100 for the full control effect; nearly all actives have a fitted effect of over 50% in size; many of its hits are not listed in these tables
Target sequence (Q6W5P4 whole entry, looked up): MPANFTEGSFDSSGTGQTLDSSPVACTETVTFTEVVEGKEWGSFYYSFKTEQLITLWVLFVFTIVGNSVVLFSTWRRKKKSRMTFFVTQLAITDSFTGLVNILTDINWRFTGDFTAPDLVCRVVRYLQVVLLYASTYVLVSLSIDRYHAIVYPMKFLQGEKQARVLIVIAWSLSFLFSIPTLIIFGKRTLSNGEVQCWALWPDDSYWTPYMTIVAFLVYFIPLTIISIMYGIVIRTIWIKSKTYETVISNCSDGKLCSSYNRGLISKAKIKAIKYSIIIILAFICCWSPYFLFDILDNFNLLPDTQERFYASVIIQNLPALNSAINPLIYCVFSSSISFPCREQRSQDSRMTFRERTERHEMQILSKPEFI
LMNA splice mod = LMNA splicing modulation | actives 0.01% (n = 200,000) | HeLa LMNA splicing GFP/RFP minigene ratio, 48 h | Potency, µM (series often up to 46.1 µM), inactives show at the top dose ratio change, negative = inhibition, actives largely listed as inhibitors; active = well fitted inhibition curve with a large enough effect in the signal ratio, with a control signal flat, not every such curve was filed as active; inconclusive = small, poorly fitted or top-dose-only effect, or effect the other way, or a change in a side signal; the % refers to the signal ratio; also: potency is read from the fitted curve at half-maximal effect; % is scaled to controls: 0 for no effect and ±100 for the full control effect
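S3 HeLa cells stably expressing lamin A-EGFP splicing minigene plus DsRed2, 600 cells/well, 48 h compound exposure at 37C. Laser-scanning cytometry; analysed as GFP (500-530 nm)/RFP (575-640 nm) total intensity ratio; 0.5% DMSO vehicle.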
An asterisk follows results filed as active; ? = inconclusive; nt = not tested or not shown; [ ] = dose if it differs, or a comment. Unless noted, calls follow the shape of the dose curve; as a rule, active = well fitted curve in the direction sought with a large enough effect; inconclusive = small, poorly fitted or top-dose-only effect, or another doubt; inactive = no such curve, though single readings can be large; an effect the other way counts as inactive or inconclusive. An excerpt; the hit share may differ from the screen's.

SMILES	IMPase Li inh	HTT aggregate	KinaseGlo FLuc	Epigenetic derep	CBFb RUNX1 block	NPSR antagonist	LMNA splice mod
Cc1ccc(-c2nnc(Nc3ccc4c(c3)OCO4)c3ccccc23)cc1S(=O)(=O)NC(C)C	9%	5%	-1%	1.1%	-18%	-29%[46.1 µM]	5%
O=C(NCc1ccccc1)C1=C[C@@H](C2CC2)C[C@@H](OCCCCO)O1	7%	25%[9.22 µM]	nt	0.8%	16%	-6%	nt
CCOc1cc(NS(=O)(=O)c2ccccc2)c(OCC)cc1NC(=O)c1ccco1	28%[38.3 µM]	24%	0%	-0.7%	-4%	?	16%
O=[N+]([O-])c1cccc(Cl)c1NCCNS(=O)(=O)c1ccc(Cl)cc1	-2%	-5%	2%	-1.0%	-16%	5%	-15%
COc1ccc(CCNC(=O)COC(=O)CCC(=O)c2ccc(F)cc2)cc1	-3%	3%	3%	0.9%	-1%	7%	-2%[46 µM]
N#CC(Nc1ccccc1)c1ccccc1OCc1ccccc1 (configuration not stated)	32%[38.3 µM]	-17%	-6%	2.1%	7%	-12%[46.1 µM]	?
Cc1cc(-c2c(C)[nH]n(-c3ccccc3)c2=O)n[nH]1	30%[activator]	?	0%	?	?	-3%	?
Cc1ccc(C(=O)c2cc([N+](=O)[O-])ccc2N2CCN(C)CC2)cc1	2%[38.3 µM]	8%	-7%	4.7%	-6%	-9%[46.1 µM]	-3%
Nc1nonc1C(=O)NCCNCc1cc(Br)ccc1OCc1ccc(F)cc1	18%[38.3 µM]	?	3%	0.0%	0%	-9%[46.1 µM]	?
COC(=O)C(NC(=O)C(NC(=O)c1ccccc1)C(C)C)C(C)C (configuration not stated)	5%[38.3 µM]	-9%	1%	0.0%	3%	-7%[46.1 µM]	4%
COc1ccc(NS(=O)(=O)c2ccc(N3CCOCC3)c(NC(=O)c3ccccc3Cl)c2)cc1	2%	6%	0%	1.3%	0%	-32%	-1%
Cc1cnc(C(=O)N2CCc3c([nH]c4ccccc34)C2c2ccc(F)cc2)cn1 (configuration not stated)	nt	0%	nt	-0.9%	-27%	?	nt
CCc1cc(C(=O)N2CCCC(CNS(=O)(=O)c3cccs3)C2)n(C)n1 (configuration not stated)	2%	-12%[9.22 µM]	1%	-2.8%	-2%	1%	nt
CCOc1cc(/C=C2\SC(=O)N(CC(=O)Nc3ccccc3F)C2=O)cc([N+](=O)[O-])c1O	-4%	23%[9.22 µM]	-3%	-4.9%	-9%	?	24%[46 µM]
COc1cc(C(c2oc(CO)cc(=O)c2O)c2oc(CO)cc(=O)c2O)cc(OC)c1OC	2%	29%	-5%	0.8%	-5%	-7%	0%[46 µM]
O=C(COc1ccc(-c2ccccc2)cc1)N/N=C/c1ccccc1Br	9%[38.3 µM]	15%	1%	0.1%	5%	-27%[46.1 µM]	-12%
CCC(=O)Nc1sc(C(=O)Nc2ccccc2OC)c(C)c1C(=O)OC	?	nt	1%	0.0%	2%	-30%	9%[46 µM]
O=C(CCN1CCCC1)Nc1ccc(Br)cc1	10%	-10%	-3%	8.1%	16%	-3%[46.1 µM]	-6%
Cc1cnc(NC(=O)c2nn(C)cc2[N+](=O)[O-])s1	4%	27%	-2%	-1.2%	2%	3%	?
COCCNC(=S)N/N=C(\C)c1ccc(Cl)c(Cl)c1	-3%	-21%	2%	8.2%	10%	-57%	?
CCCn1c(CCNC(=O)c2cccs2)nc2ccccc21	12%	-10%	1%	1.0%	0%	-1%[46.1 µM]	2%
CCc1ccccc1Cn1c(=O)oc2cccnc21	nt	-1%[9.22 µM]	nt	1.1%	0%	0%	1%[46 µM]
Cc1cccc(-n2c(SCC(=O)N3CC(=O)Nc4ccccc43)nc3ccccc3c2=O)c1	12%	19%	0%	-1.6%	-4%	-18%	nt
Cc1[nH]c2ccccc2c1C(=O)CSc1ccccc1	2%	-7%	2%	-1.1%	11%	-4%	-19%
Cc1ccc(S(=O)(=O)N2CCOC2CNC(=O)C(=O)NCCc2ccc(S(N)(=O)=O)cc2)cc1 (configuration not stated)	nt	-9%[9.22 µM]	nt	-1.7%	20%	4%	nt
Cc1ccc2cc(CN(CCCN(C)C)C(=O)NCc3ccccc3)c(=O)[nH]c2c1C	2%[38.3 µM]	8%	0%	-0.4%	0%	-3%[46.1 µM]	3%
Cc1cc(Nc2ccccc2)n(CCO)n1	24%[38.3 µM]	1%	1%	-0.7%	5%	-1%[46.1 µM]	-2%
Cc1cc(C(=O)Nc2nc3ccc(Cl)cc3s2)nn1C	nt	10%[9.22 µM]	nt	3.2%	10%	-12%	nt
CCC(Oc1ccccc1)C(=O)Nc1ccc(S(=O)(=O)N2CCOCC2)cc1 (configuration not stated)	11%	-2%	1%	0.0%	-1%	-18%[46.1 µM]	-8%
CC(C)(C)C(=O)Cn1c(=O)n(CC2CCCO2)c(=O)c2ccccc21 (configuration not stated)	-1%	-9%	11%	0.0%	-5%	8%	-3%
Cc1ccc(NC(=O)N2CCCC2c2cccs2)cc1 (configuration not stated)	10%	-3%	4%	-2.6%	5%	21%	12%[46 µM]
Cn1c2c(c(O)c(-c3ccccc3)c1=O)C(=O)CC(C)(C)C2	-7%	-31%	-1%	-1.3%	8%	2%	?
CCN1C(=O)/C(=c2\sc3nc(=O)c(Cc4ccccc4)nn3c2=O)c2ccccc21	nt	-11%[9.22 µM]	nt	-7.4%	-28%	48%	nt
O=C1CNC(=S)N1CCc1ccccc1Cl	nt	29%[9.22 µM]	nt	-1.2%	5%	-2%	nt
CC(C)CCNC(=O)C(=O)NCCC1=CCCCC1	2%	-3%	-1%	9.0%	-1%	7%	14%
COCCNC(=O)C1(CC(C)C)C=CCN1C(C)=O (configuration not stated)	-12%	nt	3%	1.1%	6%	nt	nt
CN1CCN(C(=O)C2=C[C@@H](c3ccc(C(F)(F)F)cc3)C[C@@H](OCc3ccc(CO)cc3)O2)CC1	6%	32%[9.22 µM]	nt	0.0%	14%	20%	nt
Cn1cc(/C=C/C(=O)N2CCCC(C(=O)c3ccc(C(C)(C)C)cc3)C2)cn1 (configuration not stated)	7%	10%[9.22 µM]	-3%	6.4%	1%	41%	?
CCN(CC)CC(=O)NCC1(c2ccccc2)CCOCC1	42%[activator][38.3 µM]	18%[9.22 µM]	2%	-0.2%	-12%	6%[46.1 µM]	13%
Cc1cccc(C)c1OCc1nnc(SCC(=O)Nc2nccs2)n1-c1ccccc1	-6%[38.3 µM]	-18%	-6%	-0.7%	-2%	-20%[46.1 µM]	?
O=C(CCN1C(=O)COc2ccccc21)NCCN1CCN(c2cccc(Cl)c2)CC1	11%[38.3 µM]	0%	-2%	0.0%	5%	-2%[46.1 µM]	-8%
Cn1ncc(C#N)c1NC(=O)C1CC(c2ccccc2Cl)=NO1 (configuration not stated)	nt	-8%[9.22 µM]	nt	6.9%	4%	3%	nt
COc1ccc(N2CCN(Cc3oc(CO)cc(=O)c3O)CC2)cc1	6%[38.3 µM]	4%	-7%	0.8%	-1%	-5%[46.1 µM]	-2%
Cc1ccc(/C=C2\SC(=S)N(C(Cc3ccccc3)C(=O)O)C2=O)cc1 (configuration not stated)	0%	13%	-1%	0.0%	-14%	-16%[46.1 µM]	-4%
O=S(=O)(Nc1nc2ccccc2s1)c1cnc(Cl)c(Br)c1	nt	-12%[9.22 µM]	nt	4.1%	13%	22%	nt
O=C(O)c1ccccc1C(=O)Nc1cccc([N+](=O)[O-])c1	nt	-17%[9.22 µM]	nt	0.4%	-1%	-22%	nt
CC1(C)Cc2cccc(OCC(=O)Nc3cccnc3)c2O1	1%[38.3 µM]	-5%	3%	2.9%	-1%	-20%[46.1 µM]	?
CC(=O)Nc1ccc(NC(=O)C(C)OC(=O)C2(c3ccc(F)cc3)CCCC2)cc1 (configuration not stated)	6%	-9%	0%	4.4%	5%	-19%	3%[46 µM]
CCSc1ccc2nnc(-c3ccc(F)cc3)n2n1	33%[38.3 µM]	?	4%	0.6%	2%	-2%[46.1 µM]	-7%
Cc1ccc(-c2nnn(CCC(=O)N3CCCCC3C)n2)cc1 (configuration not stated)	-1%[38.3 µM]	1%	-3%	-1.7%	7%	?	?
Fc1ccccc1-c1nc(NCCCN2CCOCC2)c2ccccc2n1	-4%	4%	3%	0.0%	0%	24%	-6%
COCCn1c(C)nc2oc3ccc(Br)cc3c(=O)c2c1=O	-15%[38.3 µM]	10%	-2%	0.7%	4%	-2%[46.1 µM]	-8%
O=C(CCS(=O)(=O)Cc1ccccc1)NC1CCCCC1	16%[38.3 µM]	-18%	3%	0.9%	4%	-4%[46.1 µM]	-2%
COc1ccc(NS(=O)(=O)c2cccc3nonc23)c(OC)c1	-3%	-4%	-2%	5.9%	1%	1%	17%
Cc1cccc(NC(=S)N/N=C2\CC(C)(C)Oc3ccc(O)cc32)c1	0%	7%	4%	?	?	-18%[46.1 µM]	?
CCOC(=O)C(NC=O)(NC(C)(C)C)C(=O)OCC	7%[38.3 µM]	-2%	14%	-0.8%	4%	5%[7.67 µM]	-1%
O=C(CSc1ccc(Cl)cc1)Nc1ccc(N2CCN(c3ccccc3)CC2)c(F)c1	20%[38.3 µM]	2%	-1%	-0.1%	-5%	0%[46.1 µM]	1%
COc1ccc(S(=O)(=O)N(C)CC(=O)NCCC2=CCCCC2)cc1	3%[38.3 µM]	7%	-4%	-1.8%	4%	-7%[46.1 µM]	4%
O=C(CSc1ccc(-c2cccs2)nn1)NCCc1ccccc1	-3%	17%	1%	3.0%	-4%	-12%	-13%[46 µM]
Cc1cccc(N2CCN(C(=O)c3ccc(Cl)c(S(=O)(=O)N4CCc5ccccc5C4)c3)CC2)c1C	4%	-9%	-1%	0.0%	22%	-12%	-13%
O=C(OCC(=O)N1CCc2ccccc2C1)c1cccc([N+](=O)[O-])c1	0%	-2%	-1%	0.0%	-6%	9%	-11%

In a second layout: results already given
| mol | IMPase Li inh | HTT aggregate | KinaseGlo FLuc | Epigenetic derep | CBFb RUNX1 block | NPSR antagonist | LMNA splice mod |
| --- | --- | --- | --- | --- | --- | --- | --- |
| Cc1cccc(NC(=S)N/N=C2\CC(C)(C)Oc3ccc(O)cc32)c1 | 0% | 7% | 4% | ? | ? | -18%[46.1 µM] | ? |
| CCOC(=O)C(NC=O)(NC(C)(C)C)C(=O)OCC | 7%[38.3 µM] | -2% | 14% | -0.8% | 4% | 5%[7.67 µM] | -1% |
